PKA-R2B act = activators of PKA-R2B holoenzyme, primary screen, biochemical, fluorescence polarization, Cy5-IP20, human. cAMP-dependent protein kinase catalytic subunit beta (Homo sapiens) + cAMP-dependent …. PKA-R2B holoenzyme dissociation; R2B truncated from residue 108, S112A mutant; 0% DMSO only, 100% 113 µM cGMP. activation, % at 11.4 µM. hit rate 0.079% among 340,000;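 active = activation above a cutoff set at the mean over all compounds plus 3 SD, cut at about 18% in these data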;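 also: higher means more holoenzyme dissociation and a rise in polarization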
AddAB inh = growth inhibition of E. coli expressing H. pylori AddAB, primary screen, AddAB inhibitor project, absorbance; inhibition, % at 11.9 µM; hit rate 0.29% among 330,000; AID 435030, 2010; in the data active = inhibition above about 12%;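 also: 0% = vehicle wells of infected cells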
Tat export inh = E. coli Tat export inhibitors, primary screen, MC4100, TorA-mCherry reporter, fluorescence, single point; inhibition, % at 10 µM; hit rate 0.036% among 340,000;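 active = mean replicate inhibition at least 50% and at least half of replicates individually reaching 50%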;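 also: exported cargo escapes ClpAP degradation while cytoplasmic cargo is degraded and loses fluorescence; 0% = median of neutral control wells and 100% = median of NaSCN control wells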
HTR5A inv ctr = HTR5A inverse agonists in luminescence cell assay, primary screen, counter-screen for OPRM1-OPRD1 heterodimer inverse agonist project, full-deck HTS. 5-hydroxytryptamine receptor 5A (Homo sapiens), P47898. HTR5A cell line, inverse agonism. inhibition, % at 9.3 µM. hit rate 0.083% among 340,000. AID 504634, 2011; in the data active = inhibition mostly above about 23%, no sharp cut-off; inactive = mostly below about 18%;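 also: 0% = cells with DMSO and 100% = no-cell wells with DMSO; some compounds called inactive have numbers as strong as hits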
Target sequence (P47898 whole entry, looked up): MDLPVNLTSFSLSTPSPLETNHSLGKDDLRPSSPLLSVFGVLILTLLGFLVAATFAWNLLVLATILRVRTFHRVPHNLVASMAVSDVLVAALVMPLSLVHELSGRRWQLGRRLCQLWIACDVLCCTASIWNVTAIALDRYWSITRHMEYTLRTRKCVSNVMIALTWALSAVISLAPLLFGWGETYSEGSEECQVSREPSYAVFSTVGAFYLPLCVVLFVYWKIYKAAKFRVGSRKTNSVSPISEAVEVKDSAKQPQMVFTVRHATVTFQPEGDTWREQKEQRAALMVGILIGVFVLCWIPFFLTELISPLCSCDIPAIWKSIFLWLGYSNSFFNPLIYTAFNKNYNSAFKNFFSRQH
HTR5A ag = HTR5A agonists in luminescence cell assay, primary screen, counter-screen for OPRM1-OPRD1 heterodimer agonist project, full-deck HTS | activation, % at 9.3 µM | 5-hydroxytryptamine receptor 5A (Homo sapiens), P47898 | hit rate 0.61% among 340,000 | cell-based; in the data active = activation mostly above about 9.5%, no sharp cut-off; inactive = mostly below about 7.6%;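 also: 0% = cells with vehicle only and 100% = reference agonist; strong numbers were not always called active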
CDK5 p35 inh = inhibitors of human CDK5/p35 kinase, primary screen, biochemical, single concentration | Cyclin-dependent kinase 5 (Homo sapiens) + Cyclin-dependent kinase 5 activator 1 (Homo … | Recombinant CDK5/p35, ADP-Glo luminescence, 60 min | inhibition, % at 10 µM | hit rate 0.01% among 330,000;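 active = highest replicate inhibition of at least 50% and at least 75% of replicates reaching 50%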;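 also: plate controls were DMSO neutral control for no effect and GW8510 at 10 µM for full effect; many of its hits are not listed in these tables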
PKA-R1A activ = activators of PKA-R1A holoenzyme, primary screen, biochemical, fluorescence polarization, Cy5-IP20, bovine R1A, mouse PKAc | hit rate 0.083% among 340,000 | PKA-R1A dissociation; scaled: DMSO 0%, 113 µM cGMP 100% | AID 504707, 2011 | activation, % at 11.4 µM | cAMP-dependent protein kinase type I-alpha regulatory subunit (Bos taurus) + …;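 active = percent activation above the mean of all tested compounds plus 3 SD, cut at about 19% in these data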;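 also: higher means more PKAc released from R1A so a rise in polarization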
SUMO Mot1 rescue = yeast Mot1-301 growth rescue at high temperature, primary screen, SUMOylation pathway inhibitor project, S. cerevisiae, ATP luminescence, 38.5C | S. cerevisiae Mot1-301 growth rescue; percent above DMSO median, 100 means doubled | growth rescue, % at 18.8 µM | hit rate 1% among 320,000;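 active = every valid replicate shows activation above 250% relative to neutral control wells; inactive = the rest, any valid replicate at or below 250%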;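 also: OY570 slx delta 5 strain wells were the positive control but not used for scaling; some compounds called inactive have numbers as strong as hits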
DAGLB inhibitor = DAGLB lipase inhibitors, primary screen, biochemical, fluorescence, HTS. Diacylglycerol lipase-beta (Homo sapiens), Q8NCG7. inhibition, % at 5.17 µM. HEK293T DAGLB membrane lysate, EnzChek fluorogenic substrate. hit rate 0.059% among 340,000; in the data active = inhibition above about 34%;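 also: 0% = enzyme with vehicle and 100% = wells lacking enzyme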
Target sequence (Q8NCG7 whole entry, looked up): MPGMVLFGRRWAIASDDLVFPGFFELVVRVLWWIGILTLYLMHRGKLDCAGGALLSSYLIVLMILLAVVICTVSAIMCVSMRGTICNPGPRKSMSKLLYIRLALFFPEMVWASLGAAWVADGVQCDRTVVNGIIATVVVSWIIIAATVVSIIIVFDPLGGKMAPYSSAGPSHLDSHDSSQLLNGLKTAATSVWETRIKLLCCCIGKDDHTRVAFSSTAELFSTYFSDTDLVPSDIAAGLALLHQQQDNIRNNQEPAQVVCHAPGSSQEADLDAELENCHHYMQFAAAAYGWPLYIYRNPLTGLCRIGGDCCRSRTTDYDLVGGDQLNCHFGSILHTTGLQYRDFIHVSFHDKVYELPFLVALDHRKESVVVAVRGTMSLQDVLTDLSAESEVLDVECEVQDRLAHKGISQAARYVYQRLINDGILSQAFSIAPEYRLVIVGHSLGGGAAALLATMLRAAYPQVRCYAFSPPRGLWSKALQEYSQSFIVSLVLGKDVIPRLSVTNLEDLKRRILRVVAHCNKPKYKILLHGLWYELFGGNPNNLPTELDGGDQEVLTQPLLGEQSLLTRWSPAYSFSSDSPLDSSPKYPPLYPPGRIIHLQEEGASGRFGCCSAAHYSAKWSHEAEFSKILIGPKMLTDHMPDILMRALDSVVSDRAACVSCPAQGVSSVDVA
Ecoli viability = E. coli V3065 growth inhibition, primary screen, counter-screen for AddAB inhibitor project, absorbance, OD600; 18 h; inhibition, % at 11.9 µM; hit rate 0.27% among 330,000;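 active = inhibition above the campaign's mean inhibition across all tested compounds plus 3 SD, cut at about 9.9% in these data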;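 also: uninfected addAB+ strain grown without phage in ampicillin broth; 0% = DMSO wells and 100% = ciprofloxacin 0.95 µg/ml wells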
phage Ecoli inh = growth loss of phage-infected E. coli, primary screen, RecBCD inhibitor project, absorbance, with phage, HTS. inhibition, % at 11.9 µM. hit rate 0.26% among 360,000. AID 651602, 2012; in the data active = inhibition above about 11%
An asterisk follows results filed as active; . = no result given; & = joins results of further samples.

SMILES	PKA-R2B act	AddAB inh	Tat export inh	HTR5A inv ctr	HTR5A ag	CDK5 p35 inh	PKA-R1A activ	SUMO Mot1 rescue	DAGLB inhibitor	Ecoli viability	phage Ecoli inh
COc1cccc(-c2cc(C(F)(F)F)n3ncc(C(=O)N4CCc5ccccc5C4)c3n2)c1	0.5	6.3	-4.7	10.4	10.3	-1.9	-11.9	-13.6	-5.4	-0.7	6.0
CC1CCN(C(=O)CN(Cc2ccc(Cl)cc2)S(C)(=O)=O)CC1	-3.0	1.2	20.0	-3.3	1.2	-8.0	-7.5	3.9	0.3	0.7	0.5
Cc1cc(C)c(S(=O)(=O)c2ccccc2)c(N2CCOCC2)n1	-5.7	0.0	-3.1	3.6	-1.4	-3.3	-0.9	-2.4	-0.3	0.2	4.8
CCn1c(C(=O)N2CCC(C(=O)NCc3cccs3)CC2)cc2sccc21	3.8	0.0	-1.5	-9.2	3.0	0.5	8.8	-1.7	1.7	-1.1	-0.6
COc1ccccc1CNC(=O)C1CSC2(C)CCC(=O)N12 (stereo not given)	0.6	0.5	5.9	19.0	3.7	-0.3	8.0	33.1	0.9	3.5	7.2
CCS(=O)(=O)c1nc(S(=O)(=O)c2ccc(C)cc2)c(N2CCC(O)CC2)s1	-13.2	2.8	-12.2	-16.0	-1.3	1.5	0.5	13.4	-1.3	-1.3	1.9
CSc1cccc(CNC(=O)C2CCC(=O)N(CCc3ccccn3)C2)c1 (stereo not given)	-1.8	1.8	2.0	-20.3	1.9	2.6	-2.7	-7.3	3.4	0.3	1.8
O=C(CSc1nccc(=O)[nH]1)NN(c1ccccc1)c1ccccc1	-1.3	1.6	-15.2	15.2	-5.5	-0.7	6.6	3.0	2.7	-1.9	2.6
Cc1ccc(NS(=O)(=O)c2c(C)[nH]c(C)c2C(=O)N2CCCC2)cc1Cl	7.8	3.9	0.3	0.7	-0.2	0.4	8.1	0.1	1.7	-2.6	2.5
COc1cc(NC(=O)c2nccn2C)cc(C(=O)Nc2cccc(C(F)(F)F)c2)c1	-8.9&1.6	2.5	-5.6	23.8	2.6	-0.6	1.9&-2.7	181.0	-2.5&0.5	-0.7	1.2&2.3
CCCOC(=O)c1cc(=O)[nH]c2ccccc12	-3.0	0.3	-4.5	-18.6	5.2	-4.6	-0.5	-18.2	-2.2	-2.1	2.5
Cc1ccc2c(c1)N(CC(=O)NCCCN1CCCCC1)C(=O)CO2	5.9	2.4	4.0	-12.5	-3.5	-1.6	-1.2	4.1	-1.3	3.1	4.2
COc1ccccc1NC(=O)c1ccc(-c2ccccc2[N+](=O)[O-])o1	-5.9	0.2	-1.1	-2.6	0.9	1.2	-10.8	0.9	-6.6	-0.2	3.8
C=CCOc1ccc(C2C(C#N)=C(N)N(N(C)C)C3=C2C(=O)CCC3)cc1 (stereo not given)	-2.3	1.5	-0.5	10.8	-3.0	0.2	-7.3	11.5	-3.0	1.7	0.9
O=S(=O)(c1ccc2c(c1)OCCO2)N1CCN(S(=O)(=O)c2c(F)cc(F)cc2F)CC1	-2.6	3.2	-3.3	9.9	5.7	-1.5	-10.4	1.4	0.0	1.1	-8.3
CC(c1ccccc1)N1CC(C(=O)N2CCN(c3ccccc3)CC2)CC1=O (stereo not given)	-4.7	1.6	0.9	-2.7	1.0	0.4	0.5	-5.9	2.5	2.1	2.1
O=[N+]([O-])c1cc(Cl)cc(C2=NCCN2)c1	-4.2	-0.2	-6.8	5.1	0.4	-2.8	-9.5	-10.1	-0.5	1.7	1.2
O=C(N/N=C/C=C\c1ccccc1[N+](=O)[O-])c1cccs1	-16.1	1.1	-4.9	-10.4	-2.0	0.5	0.5	-5.4	0.1	-0.1	2.5
CCCn1c(SCC(=O)NCc2ccc3c(c2)OCO3)n[nH]c1=O	0.6	2.1	-2.5	-8.9	3.2	2.0	2.5	-22.2	-0.5	-0.2	0.7
Cc1ccc(OCC(=O)Nc2ccc(S(=O)(=O)N(C)C3CCN(C)CC3)cc2)c(C)c1	-5.9	5.3	-2.3	7.4	3.9	0.6	8.1	0.7	2.2	0.3	1.5
Cc1ccn(C(=O)c2cc3c(C)nn(-c4ccccc4)c3s2)n1	-4.1	3.0	-4.8	-6.8	2.3	0.0	5.3	5.3	-0.8	1.0	.
COc1ccc(CSc2nc(C)[nH]c2[N+](=O)[O-])cc1[N+](=O)[O-]	-0.5	1.0	5.9	-7.8	3.0	-3.7	-2.3	-2.2	0.3	-0.1	0.1
COc1ccccc1C(=O)Nc1nnc(SCC(=O)NCc2ccco2)s1	0.1	-0.9	-4.4	-3.5	1.4	0.8	-0.1	-7.8	-0.8	-1.0	.
Cc1cc(C(=O)NNC(=O)c2sccc2C)c(C)o1	-4.0	0.0	-5.1	15.6	-5.7	1.1	-5.2	33.2	1.6	-0.7	3.0
COC(=O)C1=C(C)N(c2ccccc2)/C(=C/c2cccs2)C1=O	2.4	-1.4	5.0	17.8	6.9	-0.5	1.0	-0.9	5.0	-2.6	.
CCOC(=O)C(=O)NNc1ccccc1C	-14.9	-1.6	1.1	-0.4	0.1	2.6	-5.1	3.3	0.5	1.1	2.5
Cc1ccc(NC(=S)N2CCN(S(=O)(=O)c3ccc(C)cc3)CC2)cc1	-8.6	.	-4.4	12.2	2.2	1.2	2.7	3.2	-1.4	.	1.4
Cc1ccc(C)c(NC(=O)CN(C)C(=O)c2cccc(S(=O)(=O)N3CCCC3)c2)c1	1.0	.	-1.6	1.3	-0.5	0.3	0.2	.	-3.3	.	3.0
O=C(CC1C[C@H](C(=O)N2CCOCC2)[C@@]2(CCC3CCCC3)c3[nH]c4ccccc4c3CCN2C1=O)NCC12CC3CC(CC(C3)C1)C2 (stereo not given in full)	5.2	1.9	-1.7	0.3	-0.1	-0.2	3.0	8.8	1.6	-2.0	3.4
COc1cc(C(=O)OCC(=O)Nc2cc(S(=O)(=O)N3CCOCC3)ccc2C)ccc1OCC(C)C	-4.4	-0.7	3.2	0.8	-0.3	0.6	1.1	136.5	-0.8	2.0	2.9
Cc1ccc2cc(/C=N/NC(=O)CN3CCOCC3)c(Cl)nc2c1	-3.0	2.2	-4.5	3.9	-0.2	2.2	-13.4	5.3	4.3	0.7	2.0
COc1ccc(CNC(=O)CN(C(=O)c2snc(C(N)=O)c2N)c2cccc(F)c2)cc1	-9.7	3.3	2.9	-8.0	2.8	-1.7	-9.5	1.8	-2.7	0.3	3.8
CC(OC(=O)C1=COCCO1)C(=O)NC1CCCCC1C (stereo not given)	4.5	2.2	-0.8	-10.5	3.8	0.3	-0.1	-5.5	0.8	-0.7	3.5
CC(C)CCN1C(=O)c2ccccc2C1C(=O)NCc1cccnc1 (stereo not given)	4.5	3.5	-7.3	-18.0	-2.2	1.0	0.4	-6.2	-1.1	0.5	-1.2
O=c1[nH]c(C2CCN(S(=O)(=O)c3ccccc3C(F)(F)F)CC2)nc2c1nnn2Cc1ccccc1	-8.3	5.8	-7.7	-46.6	15.7*	0.0	-5.0	-18.9	1.2	0.9	-1.1
O=C(NC(=S)Nc1cccc(O)c1)c1cncc(Br)c1	-15.5	-0.2	0.2	-0.9	3.9	-1.7	6.1	-1.8	-2.4	-3.7	-0.2
O=C(NCC(=O)N1CCN(c2ccccc2O)CC1)c1ccc2ccccc2c1	-11.9	2.5	-1.1	-14.7	5.4	-0.9	1.3	-12.2	-1.3	2.3	1.7
COc1ccc(-c2nc(CS(=O)(=O)CC(=O)NCCCc3ccccc3)c(C)o2)cc1	-4.2	3.7	-0.4	11.2	-3.0	-1.1	3.2	5.0	-1.5	0.7	0.2
Cn1c(=O)n(C)c2cc(NS(=O)(=O)c3ccccc3[N+](=O)[O-])ccc21	1.1	-1.0	-8.9	-12.8	4.9	2.1	0.0	11.6	-3.5	1.1	-0.6
CCc1nc(C)cn1S(=O)(=O)c1ccc2c(c1)OCCO2	5.6	.	-0.2	-8.9	2.5	0.0	-3.7	.	-0.3	.	2.3
O=C1CC(c2ccccc2)c2cccc(F)c21 (stereo not given)	-7.3	-0.7	-2.1	-10.8	2.8	-1.1	1.1	5.2	-2.9	-1.4	0.6
O=C(O)c1cccnc1SC1CC(=O)N(Cc2ccccc2)C1=O (stereo not given)	5.0	0.2	4.4	-12.7	2.0	-0.4	4.2	-7.0	1.9	-3.4	3.7
Cc1cccc(-c2nnc(SCC(=O)Nc3nc4c(s3)CCCC4)n2C)c1	-8.7	1.6	2.7	13.0	1.8	-0.8	2.3	4.3	2.1	-1.3	-1.6
N/C(=N\OC(=O)c1cccs1)C1(c2ccc(Cl)cc2Cl)CC1	2.6	0.5	2.5	30.3	-1.1	-1.2	-11.2	42.6	-3.3	-1.0	2.4
Cc1ccc(C(=O)CSc2nnc(-c3ccccc3N)n2C)cc1	-8.7	1.1	1.5	-23.8	-1.6	-0.4	-5.7	24.2	-0.7	0.0	0.3
COc1ccc(/C=N/N=C2\CC3CCC2(C)C3(C)C)cc1O (stereo not given)	12.6	0.2	-4.2	20.3	-2.4	1.2	3.5	1.0	-4.0	0.1	1.8
Oc1c(Br)cc(Br)cc1CNc1ccccn1	-6.7	0.3	2.5	-18.1	6.3	1.1	-21.0	288.2*	-0.3	1.4	1.8
COC(=O)C1=C(C)N(c2ccc(OC)cc2)C(C)=C(C(=O)OC)C1c1ccccc1	-4.4	-1.6	2.7	8.1	-3.1	-1.1	0.5	103.4	-4.2	-0.9	2.9
COc1ccc(CNC(=O)c2cc(C)nc3ccccc23)cc1OC	3.8	0.3	-2.5	-5.1	1.9	0.0	2.2	-3.4	1.6	-0.9	5.1
OCCC1CN(Cc2cccn2-c2nccs2)CCN1CCc1ccccc1 (stereo not given)	1.8	1.4	8.0	-0.2	0.1	-0.3	1.6	28.6	-0.5	0.9	0.6
CC1=CC(C)(C)N(C(=O)CSc2ncn[nH]2)c2ccccc21	-6.3	1.5	-2.3	-10.1	-2.1	-0.9	-3.3	-25.1	-1.6	0.6	2.0
COc1cnn(-c2cc(Oc3ccc(C)cc3)ncn2)c(=O)c1Cl	8.6	2.2	-1.3	-1.0	1.2	-0.8	0.8	-1.8	-2.2	1.2	3.4

Screens as filed in PubChem BioAssay.
